HUVEC tox IL1B: cytotoxicity in IL-1B stimulated HUVEC, primary screen, cytotoxicity control for IL-1B NFkB translocation project, imaging, Hoechst nuclear count, IL-1B stimulus | HUVEC cell count loss | cell count reduction, % at 2 µM | 94,000 compounds, 0.41% hits | AID 845, 2007;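 active = cell count reduction more than 3 SD above the screen-wide mean, cut at about 70% in these data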;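 note: normalized per plate to untreated control cells as the no-loss baseline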
CYP2C19 activ: human CYP2C19 activators, primary screen, biochemical, luminescence; Cytochrome P450 2C19 (Homo sapiens), P33261; recombinant CYP2C19, luciferin-H EGE luminescence; active compounds read high; 0 = fully inhibited enzyme, 1 = untreated enzyme; activation factor at 5 µM; 96,000 tested, under 10 active;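 active = activation factor of at least 2 at 5 µM in the primary screen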;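 note: 0 = wells with 2.5 mM tranylcypromine and 1 = vehicle-only wells; values of inactives mirror those of a sister screen read the other way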
Target sequence (P33261 whole entry, looked up): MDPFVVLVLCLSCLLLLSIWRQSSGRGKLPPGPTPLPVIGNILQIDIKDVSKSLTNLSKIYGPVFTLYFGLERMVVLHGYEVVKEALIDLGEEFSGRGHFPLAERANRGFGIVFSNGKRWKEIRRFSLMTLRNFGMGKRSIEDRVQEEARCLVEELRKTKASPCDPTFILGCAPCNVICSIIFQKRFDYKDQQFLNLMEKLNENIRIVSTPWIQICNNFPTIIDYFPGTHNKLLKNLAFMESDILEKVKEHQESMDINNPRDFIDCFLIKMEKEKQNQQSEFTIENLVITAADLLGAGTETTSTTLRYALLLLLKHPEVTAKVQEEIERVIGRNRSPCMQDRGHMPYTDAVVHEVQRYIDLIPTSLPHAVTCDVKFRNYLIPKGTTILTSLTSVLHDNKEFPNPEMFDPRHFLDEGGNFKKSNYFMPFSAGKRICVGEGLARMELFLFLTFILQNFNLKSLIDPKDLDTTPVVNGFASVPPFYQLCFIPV
hDAT+cocaine: changed hDAT dopamine uptake under cocaine IC80, either direction, primary screen, cocaine antagonist project, cell-based, LLC-PK1 hDAT, [14C]-dopamine uptake, MLSMR. Sodium-dependent dopamine transporter (Homo sapiens), Q01959. LLC-PK1 hDAT cells, [14C]-dopamine uptake with cocaine IC80; actives deviate in either direction. B-score at 10 µM. 110,000 compounds, 1.3% hits. AID 449768, 2010;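 active = Z score or B-score, a plate-position-corrected score, falls beyond the plate's 99.7% confidence bounds, in either direction; inactive = both scores lie inside the 99.7% bounds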;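 note: scored against the spread of the other compound wells on the same plate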
CYP2C19 inhib: blockers of cytochrome P450 2C19 activity – biochemical, luminescence, ADME assay, primary screen; P33261; 96,000 compounds, 21% hits; CYP2C19 Supersomes, luciferin-H EGE luminescence, 30 min; inhibition, % at 5 µM; AID 778, 2007;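 active = CYP2C19 inhibition above a set limit at 5 µM in the primary screen, cut at about 50% in these data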;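 note: plate controls were negative control wells for no effect and 2.5 mM tranylcypromine positive control for full effect; values of inactives mirror those of a sister screen read the other way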
CYP2C9 inhib: blockers of cytochrome P450 2C9 activity – biochemical, luminescence, ADME assay, primary screen | P11712 | CYP2C9 Supersomes, luciferin-H conversion | inhibition, % at 5 µM | 96,000 compounds, 20% hits | AID 777, 2007;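 active = blocking of liver enzyme CYP2C9 beyond about 50% at 5 µM, limit read from the data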; note: values of inactives mirror those of a sister screen read the other way
Target sequence (P11712 whole entry, looked up): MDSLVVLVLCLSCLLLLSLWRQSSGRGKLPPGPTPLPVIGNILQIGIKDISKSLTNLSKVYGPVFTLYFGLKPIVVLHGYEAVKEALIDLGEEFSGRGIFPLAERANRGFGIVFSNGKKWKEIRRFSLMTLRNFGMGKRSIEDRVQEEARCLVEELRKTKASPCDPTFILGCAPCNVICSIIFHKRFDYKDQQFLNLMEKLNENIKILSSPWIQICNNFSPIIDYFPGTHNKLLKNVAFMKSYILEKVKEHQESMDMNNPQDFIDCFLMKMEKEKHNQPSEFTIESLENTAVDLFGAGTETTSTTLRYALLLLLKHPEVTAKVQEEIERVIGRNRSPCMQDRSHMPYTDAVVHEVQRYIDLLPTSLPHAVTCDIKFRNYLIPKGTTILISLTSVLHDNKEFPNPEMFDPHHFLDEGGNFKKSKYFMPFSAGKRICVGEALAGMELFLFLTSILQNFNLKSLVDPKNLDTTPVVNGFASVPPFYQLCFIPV
HUVEC tox TNFa: cytotoxicity in TNFa-stimulated HUVEC, primary screen, cytotoxicity control for VCAM1 expression modulator project, imaging, Hoechst nuclei count | HUVEC TNFalpha-stimulated, Hoechst cell count | cell count reduction, % at 2 µM | 93,000 compounds, 0.17% hits | AID 848, 2007;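 active = cell count reduction exceeding the screen mean by over 5 SD, scaled to untreated wells per plate, cut at about 78% in these data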;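 note: cells counted after 24 h of TNF alpha exposure following the 1 h pretreatment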
CYP2C9 activ: human CYP2C9 activators, primary screen, biochemical, luminescence; Cytochrome P450 2C9 (Homo sapiens), P11712; recombinant CYP2C9, luciferin-H conversion; active compounds read high; factor 1 = untreated enzyme, 0 = blocked; activation factor at 5 µM; 96,000 compounds, 1.4% hits;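 active = activation factor of 2 or more for CYP2C9 at a 5 µM dose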;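 note: 0 = sulfaphenazole-blocked wells and 1 = vehicle-only wells; values of inactives mirror those of a sister screen read the other way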
Candida biofilm: clotrimazole potentiators killing Candida biofilms, primary screen, with clotrimazole, Alamar Blue | 85,000 compounds, 0.14% hits | AID 834, 2007 | C. albicans biofilm + clotrimazole | inhibition, % at 6 µM;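 active = inhibition above 20%; inactive = inhibition below 20%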;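 note: preformed 24 hr biofilms exposed to compound for 48 hr; 0% = biofilm without compound and 100% = blank killed by clotrimazole plus chlorhexidine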
VCAM1 TNFa inh: inhibitors of TNFa-induced VCAM1 expression, primary screen, imaging, HUVEC, TNFa stimulus, immunofluorescence. HUVEC TNFa-induced VCAM-1 immunofluorescence, high-content imaging. 95,000 compounds, 0.48% hits. inhibition, % at 2 µM. AID 802, 2007;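 active = inhibition above the batch mean plus 3 SD, with images confirmed as a hit by eye, cut at about 37% in these data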;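 note: 0% = TNF-stimulated DMSO wells and 100% = unstimulated control wells; not every result past the cut was called active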
Starred values were filed as active, the others as inactive; . = not tested or not shown.

Molecule	HUVEC tox TNFa	hDAT+cocaine	CYP2C9 inhib	CYP2C19 inhib	VCAM1 TNFa inh	HUVEC tox IL1B	CYP2C19 activ	Candida biofilm	CYP2C9 activ
CC1CCN(c2ccccc2NC(=S)NC(=O)c2ccc(-c3cccc([N+](=O)[O-])c3)o2)CC1	4	-0.2	16	-10	7	-6	1.1	5	0.8
Cc1nn(-c2ccccc2)c2c1C(=O)NC(=O)C(C)(C)C2	-17	-1.8	15	28	-33	-14	0.7	.	0.9
COc1ccccc1N(O)C1CC(=O)N(c2ccc(Br)cc2)C1=O (stereo unspecified)	.	-0.47	9	7	.	.	0.9	7	0.9
COc1ccc(-n2c(O)c(/C=N/n3cnnc3)c3ccccc3c2=O)cc1	32	-0.51	75*	-7	36	20	1.1	6	0.3
CCSc1nc2ccccc2n1Cc1ccccc1F	-5	0.55	.	.	0	20	.	.	.
C=CCn1c(SCc2cccnc2)nnc1-c1ccncc1	-8	0.17	4	23	8	-13	0.8	11	1
Cc1cccc(C)c1N1CCN(S(=O)(=O)c2ccc(F)cc2)CC1	-24	0.15	93*	97*	18	-31	0	7	0.1
C=CCN1C(=O)CSC1=Nc1ccc(O)cc1	1	-0.00086	-32	-9	-3	19	1.1	2	1.3
NC1=NC2(CCCCC2)n2c(nc3ccccc32)N1	-21	-0.65	1	0	6	-12	1	-1	1
Cc1ccc2oc3c(c(=O)c2c1)C(c1ccc(F)cc1)N(CCCN1CCOCC1)C3=O (stereo unspecified)	26	0.058	35	32	13	15	0.7	.	0.7
OC(c1ccccn1)c1c[nH]c2ccccc12 (stereo unspecified)	-13	-0.49	12	12	5	-3	0.9	3	0.9
CN(C)c1ccc(C2C=C(c3ccc(Cl)cc3OC(F)F)Nc3ncnn32)cc1 (stereo unspecified)	.	0.21	94*	99*	.	.	0	.	0.1
Cc1ccc(NC(=O)Nc2ccc(F)cc2)nc1	.	-1.4	11	57*	.	-8	0.4	7	0.9
CCN(CC)S(=O)(=O)c1cc(C(=O)Oc2ccccc2OC)ccc1OC	-34	-0.2	-37	18	-5	-5	0.8	6	1.4
CCOC(=O)C1=C(C)NC(C)=C(C(=O)OCC)C1C(=O)OCC(=O)NC(C)C	-4	-0.51	85*	84*	-3	-5	0.2	.	0.2
O=C(NCc1cccnc1)c1sc2cc(Cl)ccc2c1Cl	10	2.7	46	79*	-12	-7	0.2	.	0.5
Cc1cc(C(=O)N2CCN(c3ncccn3)CC2)c(C)o1	4	-0.38	12	17	-3	-2	0.8	6	0.9
O=C(Nc1cccnc1)c1cn(-c2ccccc2)nc1-c1cccs1	-30	-0.016	9	-1	-15	-16	1	3	0.9
COC(=O)C1=C(Nc2ccc(C)cc2)C=C(C)C(C(=O)OC)C1c1ccc(F)cc1 (stereo unspecified)	17	0.33	.	.	42	0	.	10	.
C/C(CC(=O)Nc1cccc(Cl)c1)=N\NC(=O)Cc1ccc(Cl)cc1	-9	-0.46	34	8	18	.	0.9	.	0.7
COc1ccccc1OCc1ccc(C(=O)NC(C)(C)C)o1	.	1.6	6	16	-11	23	0.8	6	0.9
CSc1nc2c(c(=O)[nH]c(=O)n2C)n1C/C=C(\C)Cl	-23	0.54	10	26	13	22	0.7	2	0.9
O=S(=O)(N/N=C\C=C\c1ccccc1)c1ccc(Cl)cc1	-16	0.82	96*	36	10	12	0.6	.	0
OCC1CCCN(Cc2ccc(-c3ccccc3)cc2)C1 (stereo unspecified)	0	-0.86	10	15	-16	-23	0.8	8	0.9
Brc1cccc(OCCn2ccnc2)c1	-6	0.54	64*	93*	3	6	0.1	-4	0.4
Nc1nc(-n2cnnc2)nn1-c1ccccc1	.	-1.5	-2	-3	.	.	1	4	1
COc1ccc(NC(=O)c2ccco2)cc1NC(=O)c1cccs1	-21	1.8*	55*	57*	14	-27	0.4	-5	0.4
Cc1cccc(C2CC(c3ccccc3)Nc3ncnn32)c1 (stereo unspecified)	0	-0.62	61*	98*	24	-9	0	4	0.4
CCC1(C)Cc2c(sc3nnn(CC(=O)Nc4ccc(C)cc4)c(=O)c23)CO1 (stereo unspecified)	-9	-0.19	42	44	1	-63	0.6	.	0.6
COc1ccc2oc(C(=O)CCC(=O)O)c(N)c2c1	.	.	-17	-22	.	.	1.2	5	1.2
Cc1cc(C)c[n+](-c2nc([O-])sc2C=O)c1	-13	-0.2	1	-2	19	-1	1	.	1
O=C1CSc2ccc(C(=O)N3CCN(c4ccccn4)CC3)cc2N1	-46	1.9	20	24	12	-23	0.8	3	0.8
COCCCn1cnc2c(c1=O)c1nc3ccccc3nc1n2CCc1ccccc1	4	-0.35	58*	40	17	3	0.6	.	0.4
CN1/C(=C\C=Nc2ccc3ccccc3c2)C(C)(C)c2ccccc21	-39	1.2	1	30	-4	-99	0.7	.	1
Cc1ccc2c(c1)N(S(=O)(=O)c1ccc(F)cc1)C(C(C)(C)C)CO2 (stereo unspecified)	.	0.039	16	14	.	.	0.9	.	0.8
CCc1cc2c(NCC(=O)O)ncnc2s1	7	-0.14	-10	-7	18	4	1.1	7	1.1
COc1ccccc1-n1c(SCC(=O)Nc2cccc(C)c2)nc2c(c1=O)SCC2	-36	1.3	74*	83*	3	-12	0.2	5	0.3
COc1ccc(C(=O)OC(C(=O)c2ccccc2)c2ccccc2)cc1 (stereo unspecified)	-37	-0.84	78*	58*	-24	-1	0.4	.	0.2
COCCn1c(SCC(=O)Nc2cccc(S(N)(=O)=O)c2)nc2ccccc21	1	1.3	18	31	-11	4	0.7	-3	0.8
CC(=O)N(CCN(C(C)=O)c1ccccc1)c1ccccc1	5	-0.53	-21	73*	-17	-31	0.3	2	1.2
O=C(N1CCCC1)n1c(Cc2ccccc2)nc2ccccc21	15	0.88	-11	18	4	-18	0.8	4	1.1
CC1(c2ccc3noc(-c4ccc(Cl)cc4)c3c2)OCCO1	-6	0.3	16	35	14	-60	0.7	3	0.8
C=CCn1c(SCC(=O)Nc2ccc3c(c2)OCO3)nnc1-c1ccccc1O	-32	-0.093	40	42	-18	5	0.6	-3	0.6
Cc1ccc(-c2ccc(CCC(=O)O)n2CC(=O)O)cc1	-31	0.076	-5	0	8	-6	1	1	1.1
COc1ccc(OC)c(NC(=O)COC(=O)/C=C/c2c(C)nn(C3CCS(=O)(=O)C3)c2Cl)c1 (stereo unspecified)	0	-0.39	-10	-10	8	4	1.1	10	1.1
CCOC(=O)c1sc2ncn(C(CC)C(=O)OC)c(=O)c2c1C (stereo unspecified)	-22	0.13	96*	70*	3	-121	0.3	6	0
O=C(NCCOC12CC3CC(CC(C3)C1)C2)c1cccc(Br)c1	21	0.018	30	72*	8	-16	0.3	.	0.7
CCN(CCNC(=O)C1CC(=O)N(CCc2ccccc2)C1)c1ccccc1 (stereo unspecified)	-12	1.7	-48	36	-4	-9	0.6	0	1.5
COc1ccc(C2C(C(=O)Nc3cccnc3)=C(C)Nc3nc(-c4ccco4)nn32)cc1 (stereo unspecified)	20	-0.42	29	-9	31	9	1.1	.	0.7
c1ccc(N2CCN(c3cnccn3)CC2)nc1	-2	0.37	-3	42	7	8	0.6	8	1
COc1ccc(OC)c(NC2c3ccccc3C(=O)N2Cc2ccc3c(c2)OCO3)c1 (stereo unspecified)	-2	-0.27	42	43	6	15	0.6	3	0.6
CCn1c(Cn2nnc(-c3ccccc3)n2)nnc1SCC(=O)Nc1cccc(C(C)=O)c1	-10	1.5	42	70*	-7	15	0.3	-1	0.6
CC1CCN(CC(=O)Nc2ccccc2C#N)CC1	.	0.28	31	75*	.	-15	0.2	4	0.7
COc1ccc(CNC(=O)c2cnc3cc(C)ccn3c2=O)cc1	-33	-1.7	20	62*	13	12	0.4	.	0.8
Cc1cc2ncn(-c3ncnc4scc(-c5ccccc5)c34)c2cc1C	-25	.	16	26	-11	-12	0.7	.	0.8
C=CCn1c(Cc2cccs2)nnc1SCC(=O)Nc1ccc(C(=O)OCC)cc1	-2	-0.12	14	10	-6	4	0.9	0	0.9
C=CCCC(=O)Nc1ccc(COC(=O)N2CCOCC2)cc1	4	0.037	9	8	1	-50	0.9	10	0.9
O=C(CSc1ncccc1C(=O)O)c1ccccc1	-21	0.74	-12	-12	10	-70	1.1	7	1.1
CCOC(=O)c1cnc(-n2nc(C)cc2C)nc1NC	-24	0.36	26	31	1	19	0.7	-1	0.7
CC1CCN(CCc2nc3cc(NS(=O)(=O)c4ccc(F)cc4)ccc3n2C)CC1	-13	.	-2	-2	4	5	1	.	1

Next part:
Molecule	HUVEC tox TNFa	hDAT+cocaine	CYP2C9 inhib	CYP2C19 inhib	VCAM1 TNFa inh	HUVEC tox IL1B	CYP2C19 activ	Candida biofilm	CYP2C9 activ
CCOC(=O)c1nn(-c2ccccc2)c(C(=O)OCC)c1N	-22	0.18	0	11	6	-37	0.9	6	1
O=C(Nc1cccc(O)c1)c1cccc(S(=O)(=O)N2CCCC2)c1	-12	-1.4	15	13	4	6	0.9	5	0.8
O=C1NC(c2ccccc2)=NC1(NS(=O)(=O)c1ccccc1)C(F)(F)F (stereo unspecified)	.	-1.1	10	2	-31	-3	1	.	0.9
N#Cc1c(-c2ccccc2)cc(C2CC2)nc1SCC(=O)c1cccs1	-29	.	43	14	-8	-5	0.9	.	0.6
CC(C)(c1ccccc1)c1ccc(OCCn2cnc3ccccc3c2=O)cc1	-21	0.05	13	22	-19	.	0.8	-4	0.9
Cc1ccc(OCCSc2nnc(NC(=O)c3ccco3)s2)cc1	-34	-0.76	41	1	5	-15	1	7	0.6
O=C(Nc1cccc(-n2cnnn2)c1)c1ccco1	-4	0.7	-15	-5	9	-2	1.1	-1	1.1
Cc1noc(C)c1S(=O)(=O)N1CCN(c2ccccc2)CC1	-18	-0.12	69*	80*	7	-5	0.2	2	0.3
COc1ccc(C2C(C(=O)Nc3ccccc3OC)=C(C)Nc3ncnn32)cc1 (stereo unspecified)	-16	-0.076	-3	-14	15	14	1.1	0	1
CCC(C(=O)c1ccc(O)cc1)c1ccccc1 (stereo unspecified)	4	-1.4	-29	52*	0	-22	0.5	5	1.3
CC(C)CCNc1nc2c(c(=O)[nH]c(=O)n2C)n1CC(O)COC(C)C (stereo unspecified)	-25	-0.22	4	-4	-27	-48	1	.	1
Cc1nn(-c2ccc3nnc(Br)n3n2)c(C)c1Br	-24	0.82	20	8	4	-3	0.9	3	0.8
Cc1cccc(N(C(=O)Cn2nnc3ccccc32)C(C(=O)NCc2ccco2)c2ccncc2)c1C (stereo unspecified)	.	-0.23	4	9	.	.	0.9	4	1

Screening results: PubChem BioAssay, several laboratories

No enrichment for hits; about 29% have a hit in one of these screens.
